Source: PubChem (The Scripps Research Institute Molecular Screening Center)
HTRA1 inhibitor: HTRA1 serine protease inhibitors, primary screen, biochemical, fluorescence polarization, HTS; Q92743; recombinant HTRA1, FP-rhodamine activity-based probe; inhibition, % at 5.96 µM; actives 0.5% (n = 340,000); in the data active = inhibition above about 36%;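 note: 0% = enzyme with DMSO and 100% = wells lacking enzyme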
LEDGF integ inh: blockers of LEDGF/p75-dependent integrase strand transfer – biochemical, TR-FRET, high throughput, primary screen; TR-FRET IN-LEDGF/p75 DNA integration, Eu/Cy5; actives 0.64% (n = 370,000); inhibition, % at 3.7 µM;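 active = inhibition above the screen-wide mean plus 3 SD, cut at about 13% in these data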;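 note: signal is the Cy5 over europium emission ratio at 671 and 618 nm; 0% = plate median of compound wells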
UHRF1 binding: UHRF1 methylated DNA binding inhibitors, primary screen, counter-screen for MBD2 inhibitor project, biochemical, TR-FRET, human UHRF1, single concentration | actives 0.75% (n = 370,000) | UHRF1 binding to methylated oligo | E3 ubiquitin-protein ligase UHRF1 (Homo sapiens), Q96T88 | inhibition, % at 4.4 µM; in the data active = inhibition above about 21%;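 note: UHRF1 SRA domain binding a hemimethylated CpG hairpin DNA probe; 0% = median of test compound wells and 100% = reference inhibitor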
PG9 Ab binder: binders of HIV-1 gp120 antibody PG9, primary screen, biochemical, TR-FRET; AID 624416, 2012; HIV-1 gp120 / PG9 antibody interaction; TR-FRET gp120-PG9 antibody binding; inhibition, % at 6.7 µM; actives 0.43% (n = 360,000); in the data active = inhibition above about 8.5%
ABHD4 inh: ABHD4 inhibitors, primary screen, biochemical, fluorescence polarization, mouse; AID 720543, 2013; (Lyso)-N-acylphosphatidylethanolamine lipase (Mus musculus), Q8VD66; inhibition, % at 8.92 µM; purified mABHD4, FP-Rh probe fluorescence polarization; actives 0.54% (n = 370,000);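 active = inhibition exceeding the mean over every tested compound plus 3 SD, cut at about 30% in these data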;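 note: 0% = plate median of compound wells and 100% = S159A mutant with DMSO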
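System: mouse ABHD4 enzyme, wild type / Medium: HEPES pH 7.0, NaCl, Pluronic buffer / Reagent: FP-Rh activity-based fluorescent probe / Control set: S159A mutant high control, sample median low control / Detection: fluorescence polarization with parallel and perpendicular emission, 525/598 nm / Schedule: 45 min + 60 min at 25 °C / Compound dosing: 8.92 µM, single dose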
TCR-CD3 inh: inhibitors of human TCR-CD3 interaction, primary screen, biochemical, fluorescence, TAMRA-labeled TCR probe | T-cell receptor (TCR) | inhibition, % at 9.4 µM | actives 0.37% (n = 360,000); in the data active = inhibition above about 19%;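 note: recombinant mutant TCR 2C K166C tagged with TAMRA read by polarization; 0% = receptor in buffer alone and 100% = receptor with positive control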
TDP2 inh: human TDP2 enzyme inhibitors, primary screen, biochemical, epi absorbance, recombinant enzyme | Tyrosyl-DNA phosphodiesterase 2 (Homo sapiens), O95551 | T5PNP hydrolysis, p-nitrophenol absorbance 415 nm | inhibition, % at 12.8 µM | actives 0.34% (n = 370,000) | AID 720702, 2013;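 active = inhibition above the mean of all tested compounds plus 3 SD, set per campaign, cut at about 25% in these data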;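 note: 0% = DMSO with enzyme and 100% = buffer with substrate but no TDP2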
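test system = human TDP2 enzyme | input = TDP2 enzyme at 120 nM final | medium = 50 mM Tris-HCl pH 7.5 with Mg2+, KCl, DTT, BSA | also added = T5PNP substrate, 5 mM | times = 2 h at 37 °C | technique = epi absorbance | benchmarks = high control without enzyme, low control DMSO plus TDP2 | replication = each compound tested once, singlicate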
SIAE primary: human SIAE inhibitors, primary screen, biochemical, fluorescence polarization, FP-Rh probe, 1536-well HTS. SIAE FP-Rh probe binding. inhibition, % at 9.66 µM. actives 0.69% (n = 370,000). Sialate O-acetylesterase (Homo sapiens), Q9HAT2;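 active = inhibition above a cutoff: mean of compounds within the control limits plus 3 SD of those, cut at about 17% in these data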;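 note: 0% = plate median of compound wells and 100% = probe without SIAE protein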
PRMT1 FP inh: PRMT1 methyltransferase inhibitors, primary screen, biochemical, fluorescence polarization; recombinant PRMT1, activity-based probe fluorescence polarization; inhibition, % at 2.79 µM; actives 1.3% (n = 370,000); AID 652257, 2013;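 active = inhibition above about 21% made by adding two undisclosed values, limit read from the data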
Target sequence (Q99873 whole entry, looked up): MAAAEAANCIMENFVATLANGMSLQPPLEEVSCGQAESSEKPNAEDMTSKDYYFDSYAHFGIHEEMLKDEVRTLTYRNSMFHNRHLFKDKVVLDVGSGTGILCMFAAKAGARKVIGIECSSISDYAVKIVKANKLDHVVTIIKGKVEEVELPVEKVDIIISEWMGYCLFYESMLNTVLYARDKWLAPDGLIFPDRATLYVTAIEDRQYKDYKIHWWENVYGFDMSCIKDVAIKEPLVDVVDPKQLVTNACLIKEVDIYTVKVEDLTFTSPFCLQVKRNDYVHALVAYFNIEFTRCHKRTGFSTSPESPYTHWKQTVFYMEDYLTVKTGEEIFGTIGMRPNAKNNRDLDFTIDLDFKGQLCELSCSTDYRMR
Tn7 DDE FP: inhibitors of Tn7 peptide binding to fibrin DD(E), primary screen, biochemical, fluorescence polarization, human fibrin, Tn7 probe; Fibrinogen beta chain (Homo sapiens), P02675; FP displacement of FITC-Tn7 peptide from fibrin DD(E); 0% = median of compound wells per plate; inhibition, % at 8.3 µM; actives 0.13% (n = 370,000); AID 720508, 2013;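 active = inhibition above the mean of compounds falling within the control limits plus 3 SD of them, cut at about 14% in these data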;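 note: 0% = plate median of compound wells and 100% = 10 µM Aha-Tn7 peptide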
Target sequence (P02675 whole entry, looked up): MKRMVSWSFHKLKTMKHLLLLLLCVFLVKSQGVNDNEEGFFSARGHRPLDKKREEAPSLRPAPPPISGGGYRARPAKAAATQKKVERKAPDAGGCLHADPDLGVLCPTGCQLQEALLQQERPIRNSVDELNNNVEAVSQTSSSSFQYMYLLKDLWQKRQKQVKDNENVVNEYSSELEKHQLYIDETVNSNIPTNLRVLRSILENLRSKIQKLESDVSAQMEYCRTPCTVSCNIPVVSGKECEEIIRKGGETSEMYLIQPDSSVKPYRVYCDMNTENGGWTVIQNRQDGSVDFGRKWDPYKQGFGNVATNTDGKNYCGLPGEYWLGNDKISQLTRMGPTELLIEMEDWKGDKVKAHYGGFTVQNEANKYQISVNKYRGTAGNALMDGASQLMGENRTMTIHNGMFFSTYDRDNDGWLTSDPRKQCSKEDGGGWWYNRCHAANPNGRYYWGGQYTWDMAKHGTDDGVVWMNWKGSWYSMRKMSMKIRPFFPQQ
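Assay system: Human fibrin DD(E) protein | Medium: Tris buffer with calcium and detergent, pH 7.8 | Reagent: 0.1 µM fluorescent Tn7 | Compound dosing: Single point at 8.3 µM | Times: 10 min preincubation, 3 h with tracer, room temperature | Detection: Fluorescence polarization of the labelled Tn7 tracer | Controls: Aha-Tn7 high control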
Numbers without * were called inactive; / = no result given.

Fields: HTRA1 inhibitor	LEDGF integ inh	UHRF1 binding	PG9 Ab binder	ABHD4 inh	TCR-CD3 inh	TDP2 inh	SIAE primary	PRMT1 FP inh	Tn7 DDE FP
[1] CCOC(=O)c1nn(-c2ccccc2)c(=O)cc1OCC(=O)Nc1cc(C)ccc1C
→ -1	0	2	0.0	3	2	-15	-4	-4	-3
[2] O=C(NCc1ccco1)C1CCN(S(=O)(=O)c2cccc([N+](=O)[O-])c2)CC1
→ 7	0	-1	1.2	2	-3	4	-8	2	7
[3] O=C(CSc1nc(-c2ccccc2)cs1)NCCN1C(=O)CSC1=O
→ 0	-6	1	0.8	-6	0	3	1	1	6
[4] O=C(O)/C=C/C(=O)Nc1ccc(C(=O)c2ccccc2)cc1
→ 9	1	0	-2.3	2	1	6	0	3	-1
[5] Cc1cc(=O)[nH]c(SCc2ccccc2)n1
→ -1	-1	3	-1.2	1	-6	2	4	0	0
[6] COc1ccc([C@H]2CC(=O)C=C(c3ccc(C(=O)O)cc3)C2)cc1OC
→ -3	-2	0	0.4	-2	5	9	2	-1	-3
[7] CN(C)C(=O)c1nc2ccc(Cl)cn2c1CNCc1cccc(OC(F)(F)F)c1
→ 1	-1	-1	-1.7	1	-1	2	9	-4	-1
[8] COc1cc(Cl)c(C)cc1NC(=O)CSC1=NCCS1
→ -10	-3	0	0.9	-4	-5	5	-13	11	5
[9] CCOc1ccc(NC(=O)CCc2nnc3ccc(N4CCC(C)CC4)nn23)cc1
→ 2	0	0	2.8	3	2	6	10	1	2
[10] Nc1c(Cl)cc(-c2csc(N3CCCC3c3nc4cc(Cl)c(N5CCCCC5)cc4n3CCCO)n2)cc1Cl (centres undefined)
→ 0	-1	6	-3.0	-29	-2	-11	1	0	0
[11] CCOC(=O)Cn1cc(/C=N/N2C(=O)C3C4C=CC(C4)C3C2=O)c2ccccc21 (centres undefined)
→ 10	0	-1	-0.3	0	-4	-11	12	-4	4
[12] CCc1ccc(CNC(=O)C2CCC(=O)N2C2CCCCC2)cc1 (centres undefined)
→ 2	-2	1	-0.5	2	3	7	-3	-1	5
[13] Cc1ccccc1N1CCN(S(=O)(=O)c2nnc(NC(=O)c3ccco3)s2)CC1
→ -16	0	-1	-1.6	-5	0	-5	-17	-8	-1
[14] Cc1cccc(C)c1NC(=O)CCCCCC1NC(=O)NC1C (centres undefined)
→ -1	20*	-1	0.9	-4	8	9	8	1	-9
[15] CC1CCN(CC(O)COC2CC(C)CCC2C(C)C)CC1 (centres undefined)
→ -1	3	0	-0.7	7	5	0	2	-1	-3
[16] O=C(COc1ccc(S(=O)(=O)N2CCOCC2)cc1)NCCc1ccccc1
→ 5	-3	2	1.0	-3	-4	-6	2	4	4
[17] O=C(c1cccc([N+](=O)[O-])c1)N1CCN(c2ncccn2)CC1
→ 5	0	0	-2.3	-1	3	7	-3	-4	1
[18] Cc1ccc(N(C(=O)c2csnn2)C(C(=O)NCc2ccccc2)c2ccccn2)cc1 (centres undefined)
→ 9	0	3	-2.4	-8	5	-23	0	0	-4
[19] Cc1ccc(C)c(OCCC(=O)OC(C)C(=O)Nc2c(C)n(C)n(-c3ccccc3)c2=O)c1 (centres undefined)
→ 3	-2	1	-1.6	1	13	13	0	-2	-9
[20] O=C(NC(=S)Nc1ccccc1N1CCOCC1)c1ccccc1F
→ -18	-1	-2	0.6	-9	1	13	7	-1	6
[21] COc1cc(C(=O)Sc2ccc(C)cc2)cc(OC)c1OC
→ 4	-3	2	-0.9	2	-2	-13	10	10	6
[22] CCOC(=O)N1CCC(NC(=O)C2CCCN(C(=O)N3CCOc4ccccc43)C2)CC1 (centres undefined)
→ -1	0	1	1.0	5	-3	2	-4	1	7
[23] CCCC(=O)N1CCN(c2nc3c(OC)ccc(Cl)c3s2)CC1
→ 7	0	1	-1.5	-2	8	-7	-2	-2	7
[24] Cc1ccc(NC(=O)NNC(=O)c2cc3ccccc3cc2O)cc1
→ 18	-20	0	-1.9	-4	32*	-9	2	-5	7
[25] Cc1ccc(OCC(=O)NCCCNC(=O)c2cccnc2)cc1
→ -1	3	1	-1.8	-9	-6	0	9	-4	-1
[26] CN1CC=C(c2ccccc2)N(c2ccc(Br)cc2)C1=O
→ /	1	-1	/	-1	/	0	-1	4	10
[27] CC1CCC2(CC1)NC(=O)N(CC(=O)c1cccn1C)C2=O (centres undefined)
→ 1	1	-1	-0.2	-10	-2	6	1	-3	3
[28] O=S(=O)(c1ccc(F)cc1F)N1CCN(CCO)CC1
→ -4	3	-3	-0.8	-1	-1	10	-1	-1	-1
[29] O=C(CSc1nnc(-c2ccc(Br)cc2)n1CCc1ccccc1)NC1CCS(=O)(=O)C1 (centres undefined)
→ 1	-3	-1	1.5	-4	-1	6	-5	-2	3
[30] CC(C)CC(=O)N1CCN(Cc2ccc(Br)cc2)CC1
→ 10	0	-2	0.3	12	-1	-1	2	-3	1

Compounds from the list above with a nitro group on carbon, in the order listed:
Fields: HTRA1 inhibitor	LEDGF integ inh	UHRF1 binding	PG9 Ab binder	ABHD4 inh	TCR-CD3 inh	TDP2 inh	SIAE primary	PRMT1 FP inh	Tn7 DDE FP
[2] O=C(NCc1ccco1)C1CCN(S(=O)(=O)c2cccc([N+](=O)[O-])c2)CC1
→ 7	0	-1	1.2	2	-3	4	-8	2	7
[17] O=C(c1cccc([N+](=O)[O-])c1)N1CCN(c2ncccn2)CC1
→ 5	0	0	-2.3	-1	3	7	-3	-4	1

(more compounds)
Fields: HTRA1 inhibitor	LEDGF integ inh	UHRF1 binding	PG9 Ab binder	ABHD4 inh	TCR-CD3 inh	TDP2 inh	SIAE primary	PRMT1 FP inh	Tn7 DDE FP
[31] COc1ccc(/C=C/C(=O)N2CCN(c3ccccn3)CC2)cc1
→ -2	-2	0	-1.2	4	-1	3	-3	-1	-6
[32] O=c1/c(=C/c2ccc([N+](=O)[O-])cc2)sc2n1CCCN=2
→ 6	-4	-16	-2.3	11	3	-5	-3	5	7
[33] O=C(CCc1ccccc1)Nc1cc(NC(=O)CCc2ccccc2)cc(C(=O)O)c1
→ -15	-6	2	-1.6	-1	-1	-1	2	1	1
[34] CCOC(=O)CN1C(=O)S/C(=C/c2ccc(OC)c([N+](=O)[O-])c2)C1=O
→ 1	0	-3	-0.8	-6	10	4	2	0	-1
[35] O=C(Cn1cc(C(F)(F)F)ccc1=O)NCCc1ccc(Cl)cc1Cl
→ 6	-4	1	-0.4	6	0	8	8	-1	7
[36] Fc1ccccc1NC(=S)Nc1ccc(CN2CCOCC2)cc1
→ 4	0	1	-2.4	3	-3	-8	-2	-4	-6
[37] CCn1c2ccccc2c2cc(C=Nn3c(-c4ccccc4C)n[nH]c3=S)ccc21
→ /	-1	2	/	-46	/	-3	-14	23*	8
[38] COc1ccc(OC)c(-n2c(-c3ccn[nH]3)n[nH]c2=S)c1
→ -4	-5	2	0.1	2	-9	-4	0	4	-8
[39] c1ccc(N2CCN(c3nccn4ccnc34)CC2)nc1
→ /	-3	0	-0.3	7	2	-1	10	2	-11
[40] Cc1noc2ncnc(N3CCCC3)c12
→ 2	-6	0	0.0	6	0	20	2	-1	6
[41] COc1cccc(CN2CCN(c3cccc(C(F)(F)F)c3)CC2)c1OC
→ -2	-2	-2	0.0	-1	4	-7	0	-1	1
[42] CC(=O)N1CCc2cc(S(=O)(=O)CCC(=O)N(C)c3cc(C)ccc3C)ccc21
→ -5	-6	2	1.4	-5	-7	-8	-5	10	-2
[43] Cc1cccn2c(=O)c(C=O)c(N3CCC4(CC3)OCCO4)nc12
→ /	6	-4	-0.8	-1	-3	-6	3	-4	-2
[44] O=C(COC(=O)CCc1ccccc1)NCc1ccccc1
→ -11	-2	1	0.8	-6	2	3	3	0	7
[45] COc1cccc(CNC(=O)c2ccccc2NC(=O)C2=C(C)OCCS2)c1OC
→ -10	-1	-3	-0.5	-5	0	18	8	2	10
[46] COc1cc(/C=C2/C(=O)ON=C2C)ccc1OCc1cccc(F)c1
→ -8	13	1	-0.8	2	1	-1	-5	-1	0
[47] COc1ccc(-c2cc(C(=O)OCC(=O)N(C)C3CCS(=O)(=O)C3)c3ccccc3n2)cc1OC (centres undefined)
→ -14	2	3	0.7	-3	2	-18	-11	-2	-6
[48] COc1ccccc1CNC(=O)c1ccc(Cl)c(S(=O)(=O)N2CCCC2)c1
→ -2	-3	-4	-2.0	-4	2	13	9	-4	3
[49] CCO[C@H]1OC(C(=O)N2CCN(Cc3ccccc3)CC2)=C[C@@H](C)[C@@H]1CCCO
→ -3	0	1	-0.9	0	10	5	0	1	-11
[50] Cc1cc(C(=O)N/N=C2/CC(C)CC(C)(C)C2)c(C)o1 (centres undefined)
→ 0	2	-2	-1.6	-2	3	1	-1	-2	-4
[51] Cc1c(COC(=O)NC(C)C)c(COC(=O)NC(C)C)c2n1CS(=O)(=O)C2
→ /	-5	26*	2.6	-3	4	4	-2	3	4
